Assay outcomes: PubChem BioAssay, several laboratories
CIT2-GFP yeast – modulators of CIT2-GFP expression in yeast, primary screen, S. cerevisiae, GFP fusion, multiplex flow cytometry, MLPCN library | GFP response vs DMSO, % at 10 µM | S. cerevisiae CIT2-GFP strain, 3 h; 100 means same as DMSO wells | AID 2029, 2009 | actives 0.065% (n = 320,000);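 active = GFP response relative to DMSO above a set limit, near the screen mean plus 3 SD, cut at about 150% in these data; inconclusive = Fewer than 70 cells measured for a yeast strain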;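 also: ratio of well median GFP fluorescence to mean of DMSO wells on the plate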
RPL19A-GFP yeast – RPL19A-GFP expression modulators in yeast, primary screen, cell-based, S. cerevisiae, multiplex flow cytometry, MLPCN; S. cerevisiae RPL19A-GFP strain, 3 h; hits give low values; percent response vs DMSO, % at 10 µM; actives 0.3% (n = 330,000);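 active = percent response vs DMSO below 50%; inconclusive = fewer than 70 events counted for the yeast strain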;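 also: median channel GFP fluorescence of the barcoded RPL19A-GFP strain; ratio of sample median GFP to plate DMSO average so 100% = DMSO; lower means less RPL19A-GFP as with rapamycin TOR inhibition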
procasp7 counter – procaspase-7 activators, primary screen, counter-screen for procaspase-3 activator project, biochemical, absorbance, HTS, human | Caspase-7 (Homo sapiens), P55210 | recombinant procaspase-7, Ac-DEVD-pNA absorbance 405 nm; D23A/D198A/D206A triple mutant, cannot self-cleave; scale: DMSO 0, 5 µM enzyme 100 | activation, % at 8.5 µM | actives 0.093% (n = 330,000);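 active = percent activation above the screen-wide mean plus 3 SD, cut at about 25% in these data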
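Assay system: Uncleavable procaspase-7 mutant enzyme; Input: 2 µM procaspase-7 mutant as dispensed; Also added: DEVD-pNA substrate; Medium: Zinc-free HEPES pH 7.4 with 300 mM NaCl, 0.01% Triton X-100; Timing: 1 h compound preincubation, 2 h substrate cleavage, 25 °C; Measured by: Epi-absorbance of released pNA at 405 nm, two timepoints.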
proCasp3 act – activators of human procaspase-3 D3A mutant, primary screen, biochemical, absorbance, PC-3 D3A mutant, single concentration. Caspase-3 (Homo sapiens), P42574. recombinant procaspase-3 D3A, Ac-DEVD-pNA absorbance 405 nm. activation, % at 8.5 µM. actives 0.11% (n = 330,000). AID 463141, 2010;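 active = activation above the mean of all tested compounds plus 3 SD, cut at about 21% in these data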;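 also: 0% = DMSO alone and 100% = DMSO wells spiked with extra 5 µM PC-3 D3A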
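material = Procaspase-3 D3A mutant | probe or stimulus = Ac-DEVD-pNA | compound = single dose, 8.5 µM nominal compound, 0.8% DMSO | timing = 1 h preincubation, 2 h reaction | measured by = 405 nm absorbance of p-nitroaniline, reads at 0 and 120 min | benchmarks = DMSO-only low control, 5 µM PC-3 D3A high control | repeats = singlicate, each compound tested once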
AGP1 TOR yeast – modulators of AGP1-GFP expression in yeast TOR pathway, primary screen, cell-based, multiplex flow cytometry, S. cerevisiae, MLPCN library; actives 0.02% (n = 320,000); 3 h; GFP as percent of DMSO wells; GFP response vs DMSO, % at 10 µM;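 active = GFP response relative to DMSO above a set limit, near screen average plus 3 SD, cut at about 150% in these data; inconclusive = fewer than 70 cells counted for the yeast strain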;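 also: median GFP channel fluorescence of the gated AGP1 strain per well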
MEP2 TOR yeast – modulators of MEP2-GFP levels in yeast, primary screen, S. cerevisiae, multiplex flow cytometry, MLPCN library; S. cerevisiae MEP2-GFP strain, 3 h; 100% = DMSO control level; actives 0.51% (n = 330,000); GFP response vs DMSO, % at 10 µM;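 active = GFP response versus DMSO above a set limit, roughly screen mean plus 3 SD, cut at about 180% in these data; inconclusive = fewer than 70 cells counted for a yeast strain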;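 also: median GFP fluorescence of the barcode-gated MEP2-GFP cells per well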
AHR act – AHR activators, primary screen, cell-based, luminescence, luciferase reporter, human. actives 2.5% (n = 320,000). AHR-responsive luciferase reporter cells. AID 2796, 2010. Aryl hydrocarbon receptor (Homo sapiens), P35869. activation, % at 5 µM; in the data active = activation above about 47%;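 also: 0% = vehicle wells and 100% = reference agonist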
Target sequence (P35869 whole entry, looked up): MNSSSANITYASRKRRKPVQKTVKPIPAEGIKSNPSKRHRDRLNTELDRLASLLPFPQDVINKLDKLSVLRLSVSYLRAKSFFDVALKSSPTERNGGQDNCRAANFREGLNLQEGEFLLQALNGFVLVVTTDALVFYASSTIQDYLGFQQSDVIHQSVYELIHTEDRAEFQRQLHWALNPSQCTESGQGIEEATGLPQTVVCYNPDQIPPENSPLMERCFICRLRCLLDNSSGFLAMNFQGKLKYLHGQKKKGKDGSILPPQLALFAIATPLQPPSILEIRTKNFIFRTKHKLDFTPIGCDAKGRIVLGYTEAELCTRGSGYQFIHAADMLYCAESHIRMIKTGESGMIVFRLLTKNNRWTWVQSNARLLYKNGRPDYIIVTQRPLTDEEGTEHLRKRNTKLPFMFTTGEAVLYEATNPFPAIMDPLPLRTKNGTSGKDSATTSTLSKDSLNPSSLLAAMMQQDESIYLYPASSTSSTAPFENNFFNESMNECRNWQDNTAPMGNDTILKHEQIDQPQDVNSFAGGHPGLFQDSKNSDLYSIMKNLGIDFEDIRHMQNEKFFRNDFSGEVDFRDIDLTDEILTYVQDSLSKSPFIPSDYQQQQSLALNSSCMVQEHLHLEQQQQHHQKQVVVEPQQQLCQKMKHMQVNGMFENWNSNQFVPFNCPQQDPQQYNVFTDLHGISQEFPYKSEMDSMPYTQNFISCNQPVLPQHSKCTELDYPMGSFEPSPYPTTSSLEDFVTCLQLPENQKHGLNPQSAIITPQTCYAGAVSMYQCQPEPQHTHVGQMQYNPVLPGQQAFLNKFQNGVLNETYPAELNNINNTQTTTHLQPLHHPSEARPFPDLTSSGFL
LAP4 TOR yeast – modulators of LAP4-GFP expression in yeast, primary screen, S. cerevisiae, multiplex flow cytometry, MLPCN library; GFP response vs DMSO, % at 10 µM; 3 h; median GFP as percent of DMSO wells; actives 0.34% (n = 320,000); AID 2023, 2009;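 active = GFP response vs DMSO above a set limit, about the screen mean plus 3 SD, cut at about 150% in these data; inconclusive = under 70 cell events counted for the yeast strain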
The depositor's hits bear a star; ? = inconclusive; nt = no result given; [ ] = remark or other dose.

SMILES | CIT2-GFP yeast | RPL19A-GFP yeast | procasp7 counter | proCasp3 act | AGP1 TOR yeast | MEP2 TOR yeast | AHR act | LAP4 TOR yeast
CC(C)CN(C(=O)COC(=O)c1ccc2c(c1)OCO2)c1c(N)n(Cc2ccccc2)c(=O)[nH]c1=O | 101.0 | 106.3 | -1.8 | 7.7 | 115.5 | 106.9 | 1.6 | 114.6
Cc1ccc(NC(=O)C2CCC(C(C)(C)C)CC2)cc1S(=O)(=O)N1CCOCC1 (configuration not stated) | 97.7 | 99.7 | 2.4 | 2.4 | 101.1 | 97.2 | 1.2 | 97.1
c1ccc(-c2ccc(OCCOCCn3cncn3)cc2)cc1 | 86.9 | 98.3 | 1.0 | -3.1 | 93.0 | 103.4 | -6.5 | 108.2
Cc1cccc(NC(=S)N(C)Cc2cn(C)c3ccccc23)c1 | 100.5 | 102.2 | -0.8 | -4.3 | 104.1 | 105.3 | 8.8 | 103.7
CC(C)CCNC(=O)c1cccnc1Sc1ccccc1 | 105.4 | 106.1 | 8.1 | -3.8 | 104.9 | 124.2 | -0.1 | 102.8
Cc1c(NC(=O)c2c(NC(=O)CNC3CC3)sc3c2CCCC3)c(=O)n(-c2ccccc2)n1C | 97.0 | 99.5 | 3.6 | -7.0 | 100.0 | 99.2 | 1.0 | 97.6
CCOc1ccc(S(=O)(=O)N(CC(=O)NCc2cccnc2)c2ccc(C)cc2)cc1 | 98.8 | 102.9 | 7.8 | -5.1 | 96.8 | 100.3 | -0.9 | 94.8
Cc1ccc(Cl)cc1NC(=O)Nc1c(C)n(C)n(-c2ccccc2)c1=O | 97.2 | 105.6 | -2.2 | 7.0 | 98.3 | 98.6 | 0.7 | 79.4
CN(CC(=O)NCc1ccccn1)S(=O)(=O)c1ccccc1 | 108.2 | 108.3 | 2.6 | 4.6 | 114.5 | 110.6 | -2.8 | 112.1
CCc1ccccc1NC(=O)CCc1nc(-c2cccs2)no1 | 105.7 | 103.5 | 0.4 | 4.1 | 101.0 | 105.3 | 0.5 | 95.8
O=C(Nc1nc(-c2nc3ccccc3s2)cs1)C1COc2ccccc2O1 (configuration not stated) | 98.6 | 97.4 | -3.2 | -1.9 | 99.7 | 98.5 | 11.4 | 97.4
COc1ccc(C2c3cc(OC)c(OC)cc3CCN2C(=O)c2cccc([N+](=O)[O-])c2)cc1OC (configuration not stated) | 109.4 | 107.6 | 4.0 | 3.0 | 111.0 | 109.2 | 2.8 | 99.5
NCCCCCc1nnc(SCC(=O)c2ccc(Cl)cc2)o1 | 102.1 | 106.6 | -0.1 | 3.9 | 108.2 | 102.8 | 3.2 | nt
C[C@H]1COC(=O)[C@@H](CC(=O)OC(C)(C)C)C/C=C\C[C@@H](CC(=O)N(CCO)Cc2ccccc2)C(=O)N1 | 88.7 | 88.1 | 2.1 | 2.2 | 83.2 | 84.5 | -0.2 | 79.2
CCOc1ccc2nc(NC(=O)Cn3cnc4c3c(=O)n(C)c(=O)n4C)sc2c1 | 118.8 | 105.4 | 0.6 | 1.2 | 112.8 | 104.4 | 7.0 | 114.6
COc1ccc(C2CC(c3cccs3)=NN2C(=O)c2ccc(Br)o2)cc1 (configuration not stated) | 94.6 | 98.1 | -8.9 | -3.4 | 97.2 | 92.2 | 8.3 | 88.3
COCCN(C(=O)COC(=O)/C=C/c1ccccc1Cl)c1c(N)n(Cc2ccccc2)c(=O)[nH]c1=O | 115.2 | 102.6 | -2.5 | 4.3 | 111.1 | 110.7 | 3.9 | 99.8
COc1ccc(Cc2nc3ccc(C(=O)N4CCCC4)cc3o2)cc1 | nt | 103.4 | 7.2 | -6.0 | 94.3 | 98.0 | 7.7 | 87.5
COc1ccc(-c2cc(C(=O)Nc3ccc4c(c3)OCO4)no2)cc1OC | 92.8 | 105.3 | -1.1 | -6.2 | 95.7 | 106.8 | -4.1 | 86.6
CC[n+]1c(/C=C/Nc2ccccc2)oc2ccc(OC)cc21 | 100.6 | 97.3 | -14.1 | -9.8 | 108.2 | 106.4 | 16.6 | 103.1
O=C1C=C(N(CCO)CCO)C2(CCCCC2)O1 | 84.6 | 97.8 | 6.1 | 3.7 | 104.2 | 99.3 | -1.2 | 95.8
CON1C(=O)C(=O)N(OC)C(C)(C)C1(C)C | 105.5 | 109.3 | 8.8 | -0.6 | 102.9 | 102.1 | 0.2 | 105.4
C[n+]1c2n(c3ccccc31)N=C(c1cc(C(C)(C)C)c(O)c(C(C)(C)C)c1)CS2 | 101.3 | 98.8 | 0.3 | -1.6 | 101.2 | 97.9 | 0.1 | 96.8
Cc1ccccc1N1CC(C(=O)Nc2ccncc2)CC1=O (configuration not stated) | 92.2 | 99.1 | 3.3 | -2.6 | 101.6 | 103.7 | 0.8 | 104.2
CSc1nc(NS(=O)(=O)c2cc(Br)ccc2Br)cc(=O)[nH]1 | 101.1 | 100.8 | 3.6 | 5.0 | 101.3 | 105.9 | 0.2 | 91.2
CCCc1ccc(OCc2ccc(C(=O)N/N=C/c3cccc([N+](=O)[O-])c3)o2)c(OC)c1 | 96.3 | 92.4 | -10.9 | 2.7 | 95.5 | 94.8 | 22.3 | 83.3
O=C(CNC(=O)c1ccccc1)NCCCSc1ccccc1 | 109.2 | 103.2 | -2.0 | -6.7 | 103.3 | 106.5 | 1.2 | 93.9
COc1ccc(OC)c(CN2CCN(C(=O)c3ccc(S(=O)(=O)Nc4ccccc4F)cc3)CC2)c1 | 97.7 | 93.8 | 3.4 | 15.4 | 97.8 | 93.8 | 1.1 | 96.5
CCCSc1ccc([C@H]2N[C@@](C)(C(=O)OC)[C@H]3C(=O)N(CC)C(=O)[C@@H]23)cc1 | 95.0 | 93.7 | -0.2 | 4.8 | 96.2 | 93.9 | -1.0 | 93.5
CCN(Cc1ccccc1)C(=S)NC(=O)c1ccccc1Br | 93.0 | 111.5 | -7.4 | -9.2 | 103.8 | 106.2 | 3.0 | 133.6
CCC1Oc2ccccc2N(CC(=O)Nc2ccc3c(c2)OCCO3)C1=O (configuration not stated) | 93.2 | 93.6 | -2.9 | -9.3 | 91.8 | 90.6 | 19.2 | 89.0
Cc1cc(=O)oc2cc(OC(C)C(=O)N3CCOCC3)ccc12 (configuration not stated) | 102.0 | 100.9 | 2.5 | -6.8 | 100.5 | 98.0 | 1.1 | 94.1
O=C(C1=C[C@@H](c2ccccc2)C[C@@H](OCCCCO)O1)N1CCN(Cc2ccc3c(c2)OCO3)CC1 | 78.2 | 96.2 | 0.2 | 5.8 | 81.8 | 87.6 | -0.1 | 95.9
COc1ccc(CNC(=O)/C=C/c2ccc(S(=O)(=O)NCc3ccco3)cc2)cc1OC | 91.9 | 98.7 | 0.7 | -0.3 | 93.0 | 95.5 | 0.4 | 87.5
CSc1nnc(CNS(=O)(=O)c2ccc(F)cc2)n1C | 106.3 | 106.1 | 4.0 | 10.3 | 101.7 | 108.9 | -1.6 | 112.4
COc1ccc(C(=O)COC(=O)c2cccs2)cc1 | 82.2 | 95.7 | 16.6 | -1.2 | 93.7 | 88.7 | -0.9 | 102.8
CC(C)C(NS(=O)(=O)c1cccs1)C(=O)NCc1ccc2c(c1)OCO2 (configuration not stated) | 94.5 | 102.3 | 0.9 | 14.4 | 94.2 | 101.8 | 0.4 | 101.0
Cc1ccccc1NC(=O)CN1C(=O)COc2ccc(Cl)cc21 | 102.3 | 102.1 | -3.5 | -6.3 | 104.3 | 99.8 | 0.4 | 102.1
O=C(Nc1ccc(S(=O)(=O)N2CCCCC2)cc1)C1CCCN(C(=O)c2ccc(Cl)cc2)C1 (configuration not stated) | 97.0 | 98.1 | 7.1 | -2.8 | 97.9 | 93.4 | -0.1 | 88.3
CC1=CC(C)C(C(=O)O)C(C(=O)Nc2cccnc2)C1 (configuration not stated) | 101.2 | 91.7 | 5.7 | -4.0 | 99.0 | 102.1 | 0.1 | 109.1
COC(=O)c1sccc1NC(=O)C1CC1 | 104.3 | 102.4 | -3.0 | -0.2 | 100.0 | 98.6 | -1.1 | 99.5
CC(=O)Nc1ccc(NC(=O)C2CCCN2S(=O)(=O)c2cccc(C(F)(F)F)c2)cc1 (configuration not stated) | 107.9 | 104.2 | -3.7 | -1.4 | 100.8 | 105.3 | 4.8 | 99.0
COc1ccc(CC(=O)N/N=C/C=C/c2ccc3c(c2)OCO3)cc1OC | 98.0 | 96.3 | 3.0 | -5.6 | 109.9 | 95.5 | 17.5 | 121.5
COc1cccc(NC(=O)CCCn2c(=S)[nH]c3ccccc3c2=O)c1 | 93.2 | 93.0 | 6.5 | -3.9 | 97.3 | 104.7 | 18.0 | 101.0
Cc1nn(CC(=O)NC2CC2)c(C)c1S(=O)(=O)NC(C)(C)C | 107.0 | 100.8 | 15.8 | 8.6 | 104.7 | 105.2 | -0.2 | 95.6
Cc1cc(C)c2nc(-c3ccccn3)cc(C(=O)Nc3ccc(S(=O)(=O)Nc4onc(C)c4C)cc3)c2c1 | ? | ? | -7.1 | 8.1 | 110.3[may fluoresce red and violet] | 89.4[may fluoresce red and violet] | 4.0 | 104.9[may fluoresce red and violet]
Cc1[nH]c(C)c(S(=O)(=O)N2CCC(C)CC2)c1C(=O)N1CCCC1 | 101.8 | 95.6 | 2.8 | -0.3 | 92.1 | 98.6 | -2.0 | 89.6
Cc1ccnc2nc(C(=O)Nc3nc(-c4ccccn4)cs3)nn12 | 100.1 | 106.4 | -3.2 | 2.2 | 102.7 | 104.4 | 3.8 | 93.7

Record cards (already shown):
`COc1ccc(C(=O)COC(=O)c2cccs2)cc1` as listed: CIT2-GFP yeast = 82.2; RPL19A-GFP yeast = 95.7; procasp7 counter = 16.6; proCasp3 act = -1.2; AGP1 TOR yeast = 93.7; MEP2 TOR yeast = 88.7; AHR act = -0.9; LAP4 TOR yeast = 102.8
`O=C(CNC(=O)c1ccccc1)NCCCSc1ccccc1` as listed: CIT2-GFP yeast = 109.2; RPL19A-GFP yeast = 103.2; procasp7 counter = -2.0; proCasp3 act = -6.7; AGP1 TOR yeast = 103.3; MEP2 TOR yeast = 106.5; AHR act = 1.2; LAP4 TOR yeast = 93.9
`CC(C)CN(C(=O)COC(=O)c1ccc2c(c1)OCO2)c1c(N)n(Cc2ccccc2)c(=O)[nH]c1=O` as listed: CIT2-GFP yeast = 101.0; RPL19A-GFP yeast = 106.3; procasp7 counter = -1.8; proCasp3 act = 7.7; AGP1 TOR yeast = 115.5; MEP2 TOR yeast = 106.9; AHR act = 1.6; LAP4 TOR yeast = 114.6
